Assay outcomes: PubChem BioAssay, Broad Institute
C2C12 statin – suppressors of simvastatin-induced myotoxicity in C2C12 myotubes; rescue of ATP level, % at 7.49 µM; 330,000 compounds, 0.78% hits; AID 602340; ATP luminescence, 48 h; scaled: DMSO 0, geranylgeraniol control 100;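 active means mean ATP rescue above about 67%, or every replicate alone reaching that limit, limit read from the data, passing the limit was not always enough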;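 further: myotubes were challenged with 10 µM simvastatin during compound exposure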
CFTR F508del cor – correctors of CFTR F508del function in bronchial epithelial cells; CFBE cells, YFP halide quenching; stimulated with forskolin plus potentiator P3; % fluorescence drop versus neutral controls; 350,000 compounds, 0.36% hits; AID 720511; activity (quench increase), % at 7.58 µM;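 active means mean added fluorescence quench of at least 8% versus neutral control, with both replicates also reaching 8%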;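 further: cells transiently co-express mutant CFTR-F508del with the halide-sensitive YFP; corrector assay measuring rescue of mutant channel to the surface after 24 h compound exposure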
PGC1a acetyl inh – modulators of PGC1a acetylation; U2OS PGC1a acetylation, AlphaScreen anti-acetyl-lysine; with virally co-expressed GCN5 acetyltransferase; inhibition, % at 15.6 µM; 350,000 compounds, 0.17% hits; AID 651687;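 active means every replicate shows inhibition of at least 40%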;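 further: 0% = neutral control wells and 100% = positive control wells; some results beyond the cut were filed as inactive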
Cneo AK release – Cryptococcus neoformans lysis via adenylate kinase release | 360,000 compounds, 0.2% hits | lysis activity, % at 15 µM | C. neoformans lysis, adenylate kinase release luminescence, 4 h; normalised: neutral wells 0, clomiphene wells 100;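 active means mean lysis activity across replicates of at least 80%, whatever share of replicates individually reach that level; inactive means mean lysis activity below 80%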
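Assay system: Cryptococcus neoformans yeast cells / Dosing: single-point compound dose / Timing: 4 h at 37 °C static, read 1 h later / Measured by: luminescence of released adenylate kinase using an AK detection reagent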
INS-1E GSIS act – GLuc luminescence reporter in INS-1E cells, primary screen for activators of glucose-dependent secretion of insulin; INS-1E GLuc reporter insulin secretion, 2-3 h; activation, % at 16.6 µM; 370,000 compounds, 0.61% hits;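 active means lowest replicate activation of at least 40%, so every replicate reaches that level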;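 further: 0% = median of neutral control wells and 100% = median of IBMX positive control wells; some compounds called inactive have numbers as strong as hits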
FN deposition inh – fibronectin deposition inhibition; AH1F fibroblasts, Alexa488-fibronectin deposition fluorescence, overnight; inhibition, % at 12.6 µM; 350,000 compounds, 0.086% hits;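 active means mean inhibition across replicates of 30% or more, regardless of how many single replicates reach that level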;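 further: positive control wells lacked labelled fibronectin entirely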
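material = AH1F fibroblast monolayer depositing Alexa488-labelled fibronectin into matrix | amount = 10000 AH1F cells/well | buffer or medium = DMEM plus 2% serum, read in PBS | incubation = 1 h cell adhesion before compound, then overnight fibronectin incubation | detection = fluorescence at 485 nm excitation, 525 nm emission | evaluation = percent inhibition as loss of matrix-bound fibronectin fluorescence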
miR-122 sensor – inhibitors of miR-122 in Huh7 cells; AID 602342; Huh7 miR-122 Renilla luciferase sensor, 48 h; neutral wells = 0, positive control = 100; activation (reporter increase), % at 12.5 µM; 340,000 compounds, 0.3% hits;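 active means mean replicate activation score at least 90 and every replicate individually at or above 90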;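 further: higher luciferase means less miR-122 activity so hits act as miR-122 inhibitors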
PglD DTNB – inhibitors of Campylobacter jejuni PglD acetyltransferase | purified PglD enzyme, DTNB colorimetric CoA detection | inhibition, % at 12.5 µM | 360,000 compounds, 0.098% hits; in the data active means inhibition above about 16%, passing the limit was not always enough; further: strong numbers were not always called active
Starred values were filed as active, the others as inactive; / = not tested or not shown; [ ] = dose if it differs, or a comment.

(1) COc1ccc(S(=O)(=O)N(C)C[C@H]2OCCCC[C@@H](C)Oc3ccc(NC(=O)C4CCCCC4)cc3C(=O)N([C@@H](C)CO)C[C@H]2C)cc1
(2) Cc1c(N)cc(N)cc1C(=O)O
(3) COCCC(=O)N1CCC(C(=O)Nc2ccc(Oc3ccccc3)nc2)CC1
(4) CCOc1ccc(S(=O)(=O)Nc2cccc(C(=O)N(C)CC(=O)Nc3ccc(OC)cc3)c2)cc1
(5) C[C@H](CO)N1C[C@H](C)[C@H](CN(C)C(=O)Nc2ccccc2)OCc2ccccc2-c2c(n(C)c3ccccc23)C1=O
(6) C/C(=N\NC(=O)c1cccc(S(=O)(=O)N2CCCC2)c1)c1ccc(F)cc1

Screen / compound no.	1	2	3	4	5	6
C2C12 statin	/	/	-8.6	-0.8	6.3	1.3
CFTR F508del cor	-0.6	-0.3	5.2	0.6	2.1	-3.4
PGC1a acetyl inh	-19.1	4.9	13.7	/	2.6	-5.3
Cneo AK release	2.1	5.4	-3.9	0.2	0.3	0.2
INS-1E GSIS act	-38.2	11.4	11.1	-20.5	-3.9	-11.7
FN deposition inh	8.5	-2.0	8.7	-2.1	0.6	3.7
miR-122 sensor	6.3[16.7 µM]	-8.4	8.2	/	/	3.4
PglD DTNB	0.7	-3.1	2.2	-0.2	2.0	4.2

(7) Cc1cccnc1NC(=O)c1cccc(NC(=O)CC2SC(N3CCCCC3)=NC2=O)c1 (stereo unspecified)
(8) C[C@H]1CN([C@@H](C)CO)C(=O)c2cccc(NC(=O)NC3CCCCC3)c2O[C@@H]1CN(C)Cc1ccc(-c2ccccc2)cc1
(9) N=C1C(c2nc3ccccc3[nH]2)=C(O)CN1c1ccc(F)cc1
(10) Cc1ccccc1-c1nc(CS(=O)(=O)CC(=O)N2CCCCC2)c(C)o1
(11) Fc1ccc(CN2CCN(c3ncnc4scc(-c5ccccc5)c34)CC2)cc1
(12) NS(=O)(=O)c1ccc(CCNC(=O)CN2CCN(c3ccccc3O)CC2)cc1

Screen / compound no.	7	8	9	10	11	12
C2C12 statin	9.5	-31.7	-17.2	12.6	-23.7	-2.6
CFTR F508del cor	0.3	0.8	/	-1.1	4.0	1.7
PGC1a acetyl inh	-0.4	-7.3	-2.4	-6.7	-6.3	-9.1
Cneo AK release	-1.1	-14.7	-3.2	1.1	-3.7	/
INS-1E GSIS act	5.4	-10.9	/	-10.2	-9.0	0.8
FN deposition inh	-3.1	-8.3	/	19.4	-0.7	-10.5
miR-122 sensor	-2.4	-8.6[16.7 µM]	-2.1	-0.8	-4.3	0.5
PglD DTNB	3.4	3.1	3.8	2.5	10.5	/

(13) Cc1cccc(-c2ccc([C@@H]3[C@H]4CN(S(=O)(=O)c5cccc(C)c5)CCCCN4[C@H]3CO)cc2)c1
(14) COc1ccc2occ(C(=O)c3cccs3)c2c1
(15) CC1(C)C(=O)OC(/C=C\c2cccc([N+](=O)[O-])c2)C(C)(C)C1=O (stereo unspecified)
(16) Cc1ncoc1C(=O)N1CCCC(N2CCN(c3ccccc3F)CC2)C1 (stereo unspecified)
(17) COc1ccc(Cn2nnnc2CN2CCN(c3ccc(OC)cc3)CC2)cc1
(18) COc1ccccc1CN(Cc1nc2ccccc2c(=O)[nH]1)S(=O)(=O)c1ccc(C)cc1

Screen / compound no.	13	14	15	16	17	18
C2C12 statin	/	16.3	/	-6.2	2.7	11.8
CFTR F508del cor	2.9	/	2.8	-0.1	3.1	-0.5
PGC1a acetyl inh	-10.8	-4.1	1.5	1.1	-10.2	3.5
Cneo AK release	0.1	-5.6	/	1.5	/	/
INS-1E GSIS act	8.6	/	3.9	21.2	-4.8	9.7
FN deposition inh	/	-4.9	-1.1	-17.3	-8.9	/
miR-122 sensor	3.9[16.7 µM]	-2.6	10.1	-2.0	/	/
PglD DTNB	2.2	4.1	/	-1.7	/	/

(19) CCN(CC)CCCCCOc1ccccc1OC
(20) O=S(=O)(NC[C@H]1[C@H](c2ccccc2)[C@@H](CO)N1CC1CC1)c1ccccc1
(21) CCCNC(=O)N1CC2(CCN(S(=O)(=O)c3ccccc3)CC2)c2c(n(C)c3cc(OC)ccc23)[C@H]1CO
(22) O=C(NCc1cccc(F)c1)[C@H]1[C@H](CO)[C@H]2Cn3c(ccc(-c4cccnc4)c3=O)[C@@H]1N2CC1CC1
(23) CCOc1cccc(-c2cc(=O)[nH][nH]2)c1
(24) CCOc1ccccc1CNS(=O)(=O)c1ccc2c(c1)C(C)(C)C(=O)N2C

Screen / compound no.	19	20	21	22	23	24
C2C12 statin	-0.4	-2.7	/	-7.2	11.0	4.2
CFTR F508del cor	1.8	0.5	2.1	/	/	0.0
PGC1a acetyl inh	3.9	-2.9	-19.7	/	-6.1	1.0
Cneo AK release	2.2	-1.1	/	-3.2	0.6	12.1
INS-1E GSIS act	2.0	3.9	-19.0	2.1	/	12.2
FN deposition inh	/	-5.3	-1.7	/	/	-5.4
miR-122 sensor	1.0	7.1[16.7 µM]	/	/	-0.4	29.8
PglD DTNB	0.4	0.3	/	3.2	6.7	-2.4

(25) COc1ccc(C2C(C(=O)Nc3cc(C)on3)c3ccccc3C(=O)N2C)cc1 (stereo unspecified)
(26) CN(C)S(=O)(=O)c1ccc(NC(=O)N2CCN(c3cccc(C(F)(F)F)c3)CC2)cc1
(27) COC(=O)c1ccc(NC(=O)Cn2nnc(-c3cccs3)n2)cc1
(28) CCS(=O)(=O)Nc1ccc2c(c1)C(=O)N(C)[C@@H]1CC[C@@H](CC(=O)NC3CCCCC3)O[C@H]1CO2
(29) O=c1onc(-c2ccccc2)c2ccccc12
(30) O=C(O)C1CCCCC1C(=O)Nc1ccc2c(c1)OCCO2 (stereo unspecified)

Screen / compound no.	25	26	27	28	29	30
C2C12 statin	-1.0	-4.6	1.8	-8.5	/	-0.4
CFTR F508del cor	/	/	-0.2	-1.1	-0.9	/
PGC1a acetyl inh	-8.2	9.1	2.0	-3.1	8.0	0.7
Cneo AK release	1.1	-3.9	-0.7	-5.2	-2.8	-4.5
INS-1E GSIS act	/	-23.5	/	3.9	20.8	/
FN deposition inh	1.1	4.3	3.9	-4.4	0.8	/
miR-122 sensor	1.3	-12.2	0.9	-3.9[16.7 µM]	-2.2	-5.4
PglD DTNB	-4.0	2.1	-3.4	-0.3	-1.0	1.8

(31) Cc1c(NC(=O)c2cc(Br)ccc2Cl)cccc1-n1cnnn1
(32) CCC1CCCCN1C(=O)/C=C/c1ccc2c(c1)OCO2 (stereo unspecified)
(33) C[C@@H]1CCCCO[C@H](CN(C)C(=O)NC2CCCCC2)[C@@H](C)CN([C@@H](C)CO)C(=O)c2cc(NC(=O)C3CCCCC3)ccc2O1
(34) Cc1ccc2oc(-c3ccc(NC(=O)CC(C)C)cc3)nc2c1
(35) CCCNC(=O)N(C)C[C@H]1Oc2ncc(C#CC(C)C)cc2C(=O)N([C@@H](C)CO)C[C@@H]1C
(36) O=C(CSc1nnc(-c2ccncc2)o1)Nc1cc(Cl)ccc1C(=O)O

Screen / compound no.	31	32	33	34	35	36
C2C12 statin	-6.4	-0.5	15.3	-12.3	28.9	1.4
CFTR F508del cor	2.1	-1.4	-0.1	1.7	0.3	1.6
PGC1a acetyl inh	-0.5	13.7	-11.0	-6.9	-1.0	5.3
Cneo AK release	-0.5	6.3	-0.4	-0.2	10.7	-1.4
INS-1E GSIS act	-2.4	-7.7	-21.0	5.1	-4.5	8.9
FN deposition inh	-4.6	2.1	/	/	-5.0	-6.1
miR-122 sensor	4.3	-2.1	-3.2[16.7 µM]	3.7	-5.1[16.7 µM]	-1.0
PglD DTNB	-7.4	0.6	2.0	-1.0	-0.1	-1.4

(37) c1ccc2c(OCCCCN3CCCC3)cccc2c1
(38) COc1cccc(/C=N/NC(=O)CNC(=O)c2ccc(S(=O)(=O)N3CCCC3)cc2)c1OC
(39) Cc1cccc(NC(=O)Cn2nc(-c3ccco3)ccc2=O)c1C
(40) C[C@H](CO)N1C[C@H](C)[C@@H](CN(C)C(=O)Nc2cccc3ccccc23)OCCCC[C@H](C)Oc2ccc(NC(=O)Nc3ccccc3)cc2C1=O
(41) Cc1cc2c(cc1S(=O)(=O)N1CC(C)CC(C)C1)OCC(=O)N2 (stereo unspecified)
(42) Cc1cc2c(c(SCC(N)=O)n1)C(=O)OC2
(43) O=C(CSc1nc2ccccc2[nH]1)NC1CCCC1
(44) C[C@H](CO)N1C[C@H](C)[C@H](CN(C)C)Oc2ccc(NC(=O)C3CC3)cc2CC1=O
(45) C[C@@H]1CN([C@@H](C)CO)C(=O)Cc2cc(NC(=O)Cc3ccccc3)ccc2O[C@@H]1CN(C)Cc1ccc(Oc2ccccc2)cc1

Screen / compound no.	37	38	39	40	41	42	43	44	45
C2C12 statin	-7.9	/	6.1	/	-3.0	7.5	/	12.2	-130.6
CFTR F508del cor	2.1	-1.6	2.0	-1.2	5.4	-1.6	2.3	0.1	-2.3
PGC1a acetyl inh	-7.1	3.0	-10.3	-11.0	-7.6	-9.6	4.0	5.4	-0.9
Cneo AK release	-0.1	-1.2	-1.7	3.8	3.2	/	0.1	-2.3	0.4
INS-1E GSIS act	/	-9.6	1.4	3.1	20.4	4.8	2.6	14.5	7.5
FN deposition inh	-2.6	-8.9	0.7	-6.1	1.4	0.0	5.2	5.3	/
miR-122 sensor	2.7	6.0	5.2	4.4[16.7 µM]	-4.4	-4.8	/	1.2[16.7 µM]	-16.3[16.7 µM]
PglD DTNB	6.6	-0.8	-2.6	4.1	2.7	/	-4.4	-0.5	1.0

Sorted by the number under PglD DTNB (ascending): some entries from above.
no. | structure | CFTR F508del cor | PGC1a acetyl inh | INS-1E GSIS act | miR-122 sensor | PglD DTNB
24 | CCOc1ccccc1CNS(=O)(=O)c1ccc2c(c1)C(C)(C)C(=O)N2C | 0.0 | 1.0 | 12.2 | 29.8 | -2.4
1 | COc1ccc(S(=O)(=O)N(C)C[C@H]2OCCCC[C@@H](C)Oc3ccc(NC(=O)C4CCCCC4)cc3C(=O)N([C@@H](C)CO)C[C@H]2C)cc1 | -0.6 | -19.1 | -38.2 | 6.3[16.7 µM] | 0.7
13 | Cc1cccc(-c2ccc([C@@H]3[C@H]4CN(S(=O)(=O)c5cccc(C)c5)CCCCN4[C@H]3CO)cc2)c1 | 2.9 | -10.8 | 8.6 | 3.9[16.7 µM] | 2.2

By substructure, those above with a thiophene ring, fused or not
(11) Fc1ccc(CN2CCN(c3ncnc4scc(-c5ccccc5)c34)CC2)cc1
(14) COc1ccc2occ(C(=O)c3cccs3)c2c1
(27) COC(=O)c1ccc(NC(=O)Cn2nnc(-c3cccs3)n2)cc1

Screen / compound no.	11	14	27
C2C12 statin	-23.7	16.3	1.8
CFTR F508del cor	4.0	/	-0.2
PGC1a acetyl inh	-6.3	-4.1	2.0
Cneo AK release	-3.7	-5.6	-0.7
INS-1E GSIS act	-9.0	/	/
FN deposition inh	-0.7	-4.9	3.9
miR-122 sensor	-4.3	-2.6	0.9
PglD DTNB	10.5	4.1	-3.4
